Bioassay records deposited in PubChem BioAssay by National Center for Advancing Translational Sciences (NCATS).
ATXN2 expr inh: inhibitors of ATXN2 expression | 0.72% of 360,000 active | HEK-293 ATXN2-luciferase reporter, luminescence, 24 h | AID 1745845 | Potency, µM (titrated, usually from 57 µM), for inactives: at the top dose activity change, negative = inhibition, actives largely listed as inhibitors; note: potency is the fitted concentration of half-maximal effect; % is set by controls: 0 for no effect and ±100 for the full control effect; nearly all actives have a fitted effect of over 55% in size
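qHTS (up to 57 uM final) was run with 24 h compound exposure of reporter cells at 37 °C. Each well was multiplexed: SteadyGlo luminescence measured ATXN2-luciferase expression after a fluorogenic Gly-Phe-AFC viability readout (25 uM final).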
MCF10A rerep: induces DNA re-replication in MCF 10a normal breast cells; Potency, µM (top dose mostly 46.1 µM), inactives show at the top dose activity, positive = re-replication, hits mostly activators; 2.9% of 350,000 active; MCF 10A DNA re-replication, Hoechst nuclear intensity, 48 h; note: potency is the fitted concentration of half-maximal effect; % of control where 0% means no effect; nearly all actives have a fitted effect of over 50% in size
SW480 rereplic: inducers of DNA re-replication in SW480 colon cancer cells. SW480 DNA re-replication, Hoechst DNA content imaging, 48 h. Potency, µM (series often up to 46.1 µM), without a hit: at the top dose re-replication activation, actives largely listed as activators. 1.8% of 340,000 active; note: potency is the fitted concentration of half-maximal effect; % of control where 0% means no effect; nearly all actives have a fitted effect of over 55% in size
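Readout is total intensity of Hoechst-stained nuclei, excited at 405 nm and collected at 500-530 nm. Compound treatment lasted 48 hr at 37 C in 5% CO2 before staining.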
IL1B secr inh: blocks inflammasome-driven IL-1 beta release; THP-1 LPS/ATP IL-1B secretion, AlphaLISA, 16 h; hits give low values; activity change, % at 57.5 µM; 4.7% of 360,000 active; in the data active = activity change below about -50%; inconclusive = mostly about -30% to -49%; note: % is set by controls: 0 for no effect and ±100 for the full control effect
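Secreted IL-1B measured by AlphaLISA bead assay after 16 h compound exposure of THP-1 cells; compounds (final up to 57.5 uM) added 1 h before LPS (250 ng/mL) and ATP (1.25 mM) stimulation; lower signal means less secretion.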
KB-V1 cytotox: kills drug-selected multidrug resistant KB-V1 cells | Potency, µM (doses to about 46.1 µM), for the others: at the top dose activity change, negative = cytotoxicity, actives largely listed as cytotoxic | KB-V1 MDR cells viability, CellTiter-Glo, 72 h | 3.4% of 400,000 active; note: potency is the fitted concentration of half-maximal effect; % is set by controls: 0 for no effect and ±100 for the full control effect; nearly all actives have a fitted effect of over 60% in size
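KB-V1 cells (P-gp-expressing MDR subline of KB-3-1) in phenol-red-free DMEM with 10% FBS were exposed to library compounds over a concentration series for 72 h at 37 degrees C. Viability read by CellTiter-Glo luminescence; concentration-effect curves fitted after normalization.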
KB-3-1 cytotox: kills parental KB-3-1 adenocarcinoma cells; KB-3-1 viability, CellTiter-Glo ATP luminescence, 72 h; Potency, µM (series often up to 46.1 µM), for the others: at the highest dose activity change, negative = cytotoxic, hits mostly cytotoxic; 1.4% of 400,000 active; note: potency is the fitted concentration of half-maximal effect; % is set by controls: 0 for no effect and ±100 for the full control effect; nearly all actives have a fitted effect of over 60% in size
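Screening of KB-3-1 cells (DMEM, 10% FBS, phenol-red free) ran from lowest to highest compound concentration; after 72 h at 37 °C viability was read luminescently and curves fitted.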
HT1080 IDH1KD tx: kills HT-1080 cells with IDH1 knockdown; 2% of 360,000 active; AID 686971; HT-1080 IDH1 knockdown viability, ATP luminescence, 48 h; Potency, µM (highest dose often 46.1 µM), for the others: at the highest dose activity, negative = toxicity, actives largely listed as cytotoxic;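 note: potency is the fitted concentration of half-maximal effect; 0% = DMSO wells and -100% = cell-free medium wells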
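CellTiter-Glo luminescence after 48 h compound exposure at 37 degrees C of IDH1-knockdown HT-1080 cells in 5% FBS RPMI. %Activity scaled between DMSO wells and cell-free media wells, with curves fitted and assigned curve classes.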
ATXN viability: viability counter-screen for ATXN expression inhibitors | S2 cells (HEK-293 line with an ATXN2-luciferase reporter) viability, CellTiter-Fluor protease fluorescence, 24 h | Potency, µM (top dose mostly 56.7 µM), usual class: cytotoxic | 0.49% of 400,000 active | AID 651635; note: potency is the fitted concentration of half-maximal effect; nearly all actives have a fitted effect of over 40% in size
HT1080-NT tox: kills 2HG-producing HT-1080-NT fibrosarcoma cells | HT-1080-NT fibrosarcoma viability, CellTiter-Glo ATP luminescence, 48 h | Potency, µM (series often up to 46.1 µM), without a hit: at the top dose activity, negative = less viability, actives largely listed as cytotoxic | 1.6% of 360,000 active;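 note: NT is the 2HG producing partner of a matched IDH1 knockdown line; potency is the fitted concentration of half-maximal effect; 0% = DMSO-treated cells and -100% = media-only wells without cells; nearly all actives have a fitted effect of over 55% in size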
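Compounds were tested in concentration-response format on HT-1080-NT cells for 48 hours at 37 degrees C. Cell viability came from CellTiter-Glo luminescence; curves were classified by r2, response magnitude and activity.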
* = called active by the depositor; i = inactive; ? = inconclusive; . = no result given; [ ] = dose if it differs, or a comment. Unless noted, calls come from the whole dose curve; as a rule, active = well fitted curve in the direction sought with a large enough effect; inconclusive = small, poorly fitted or top-dose-only effect, or another doubt; inactive = no such curve, though single readings can be large; an effect the other way counts as inactive or inconclusive.

Every second line gives: ATXN2 expr inh | MCF10A rerep | SW480 rereplic | IL1B secr inh | KB-V1 cytotox | KB-3-1 cytotox | HT1080 IDH1KD tx | ATXN viability | HT1080-NT tox
COc1ccccc1N1CCN(/N=C\c2ccc(C)o2)CC1
 : 57.3%[activator] | -3.1% | -7.0% | -0.2 | 11.2% | 0.5% | 21.3% | i | 28.6%
CCN(CC)c1ccc(S(=O)(=O)N2CCCCC2)cc1NC(=O)CSCc1c(C)noc1C
 : 2.9% | 29.0% | 0.6% | ? | 0.0% | 23.1µM* | -16.0% | i | -2.8%
Cn1ccnc1SCCC#N
 : 6.5% | -4.7% | -1.1%[9.22 µM] | 14.5 | -2.4% | -1.1% | 3.3% | i | 5.0%
Cc1ccc(S(=O)(=O)N2CCC(=O)N([C@H](COCc3ccc(Cl)cc3Cl)Cc3ccccc3)CC2)cc1
 : 16.5% | . | . | 6.9 | -20.0% | -27.4% | 7.9% | i | 12.4%
COC(=O)[C@@]12C[C@@H](CC(=O)NCc3ccc(OC)c(OC)c3)C(=O)N(Cc3cccc4ccccc34)C1=CCC(C)(C)C2
 : . | . | . | -21.8 | 20.6µM* | -23.0% | -28.1% | . | ?
Cc1c(S(=O)(=O)N2CCCC2)c(=O)n(C)c(=O)n1C
 : 3.7% | 4.6% | -475.6%[inhibitor] | 21.0 | 20.6% | 12.8% | 7.8% | i | 13.5%
O=C(N/N=C/c1ccc2cccnc2c1)c1ccco1
 : ? | 13.1% | 6.9% | -19.0 | ? | -0.2% | -11.9% | i | 2.8%
Cc1cc(C)c2nc(NC(=O)C3CC(=O)N(Cc4ccco4)C3)sc2c1 (stereo unspecified)
 : -19.0% | 14.5% | 4.7% | -70.9* | ? | -2.9% | -23.2% | i | ?
CCOC(=O)c1ccc(NC(=O)COc2cc(=O)n(CC)c3ccccc23)cc1
 : 9.5% | 2.2% | -2.2% | -3.7 | 3.9% | 0.7% | 1.5% | i | 18.6%
CCC1(CC)NC(=O)N(CC(=O)OC(C)C(=O)Nc2ccc(Cl)cn2)C1=O (stereo unspecified)
 : 10.0% | 1.9% | -2.9% | -5.6 | 4.4% | 1.5% | 8.4% | i | 4.0%
COc1cccc(NC(=O)CSc2nc(-c3ccccc3Cl)nc3c2Cc2c(CO)cnc(C)c2O3)c1
 : -3.4% | . | . | . | -7.1% | ? | . | i | .
CC(=O)Nc1ccc(S(=O)(=O)N2CCN(CCN3CCOCC3)CC2)cc1Cl
 : -4.8% | 0.5% | 2.3% | -0.1 | 17.6% | 3.0% | 0.6% | i | 8.9%
CC(=NNC(=S)N1CC2CCC(CC2)C1)c1cnccn1
 : ? | ? | ? | -107.4* | ? | ? | ? | ? | ?
c1csc(Cc2nn3c(-c4ccncc4)nnc3s2)c1
 : 15.2% | 1.2% | 4.7% | 0.0 | -0.1% | 18.7% | 0.1% | i | 3.0%
O=C(Cn1nnc(-c2ccc(Cl)cc2)n1)NCC1CCCCC1
 : -11.4% | ? | -11.7% | 4.4 | -9.2% | 4.7% | 13.0% | i | 0.0%
COc1ccc2oc(=O)c(C(=O)N3CCCc4ccccc43)cc2c1
 : 0.8% | 22.9% | 1.0% | -74.0* | 0.0% | 2.3% | 19.2% | i | 11.7%
COc1ccc(CN2C(=O)c3ccccc3C2=O)cc1C(=O)N(C)CC(=O)Nc1ccc(C)cc1
 : . | . | . | 5.6 | 4.2% | 1.8% | 0.8% | ? | 4.9%
Cc1ccc(S(=O)(=O)N2CCOCC2)cc1C(=O)NCC1CCCCC1
 : -1.8% | 0.1% | 14.6% | -8.2 | . | . | 8.7% | i | -5.7%
Cc1occc1C(=O)Nc1ccc2c(c1)OCCO2
 : 25.6% | -1.2% | -2.3% | -5.0 | 13µM* | -22.8% | -11.1% | ? | -4.3%
O=C(NCC(c1ccco1)N1CCCCC1)c1ccc(COc2ccc(Cl)cc2)cc1 (stereo unspecified)
 : ? | ? | ? | -75.5* | -13.1% | ? | ? | ? | 18.4µM*
COc1ccc(NC(=O)COC(=O)Cn2cnc3ccccc32)cc1
 : -7.6% | -5.7% | -0.1% | 0.0 | 13.8% | -0.6% | -1.0% | i | -2.5%
Nc1ccc(S(=O)(=O)NC(Cc2ccccc2)C(=O)O)cc1 (stereo unspecified)
 : . | -13.6% | -1.0% | -4.4 | 22.0% | 0.4% | -2.7% | i | 0.1%
CCOC(=O)c1c(C)[nH]c(C(=O)COC(=O)Cn2cc(C(F)(F)F)ccc2=O)c1C
 : . | 4.9% | 2.2% | 5.5 | ? | 2.7% | 9.0% | i | 10.6%
Cc1cccc(NS(=O)(=O)c2ccc(C(=O)NCCCN3CCCC3=O)cc2)c1C
 : -15.4% | 5.1% | 1.1% | 12.3 | -12.5% | -18.7% | -9.4% | i | -9.4%
COc1cc(OC)c(OC)cc1/C=N/N(C)c1ccccc1
 : 0.6% | 2.0% | -1.8% | -62.5* | -3.8% | -3.8% | -19.9% | i | -18.8%
Cc1cc(C)n(C(=O)CNC(=O)c2cccc(Br)c2)n1
 : -2.7% | 0.6% | -12.5% | 19.3 | ? | 4.2% | 20.0% | i | 7.6%
CC(C)CNC(=S)N1CCN(c2nc(-c3ccc(Cl)cc3)cs2)CC1
 : 15.8µM* | 0.2% | 9.8%[1.84 µM] | -68.7* | 10.2% | ? | ? | ? | ?
Cc1nc2cc(NC(=O)NCCCO)ccc2o1
 : 1.5% | 4.2% | -1.5% | -8.6 | -2.1% | -0.3% | 9.3% | i | 10.7%
CSc1ccc(Cl)c(C(=O)OCC(=O)N(C)CCC#N)c1
 : -9.7% | -1.7% | -23.5% | 3.8 | ? | 3.2% | 3.9% | i | 7.0%
O=C(CNC(=S)N(CCCN1CCOCC1)Cc1cccs1)NCc1ccccc1
 : . | 3.3% | 3.6% | -20.7 | -3.4% | -5.1% | 0.0% | . | -2.5%
CCOC(=O)c1c(C)[nH]c(C(=O)COC(=O)c2c(CC)noc2C)c1C
 : ? | -34.5%[inhibitor] | -37.4%[inhibitor] | 4.6 | ? | -0.6% | 0.5% | i | -7.5%
O=C(Cn1c(=O)n(Cc2ccco2)c(=O)c2c3c(sc21)CCCCC3)c1ccccc1
 : 3.8% | ? | 8.2% | 14.0 | ? | 14.0% | -16.3% | i | -12.2%
Cc1occc1C(=O)Nc1cccc2ccccc12
 : 115.1%[activator] | 20.5% | 7.6% | -13.8 | 0.5% | -11.0% | -17.5% | i | -19.3%
CC1CCCC(NC(=O)c2ccc3c(=O)n(CC4CCCO4)c(=O)[nH]c3c2)C1C (stereo unspecified)
 : -16.1% | -0.7% | -4.2% | -24.5 | -4.2% | -2.5% | -1.9% | i | -4.9%
CCOc1ccc(CNC(=O)CCSCc2ccccc2F)cc1OC
 : -8.8% | 1.1% | -4.1% | -6.8 | 3.5% | 11.6% | 17.2% | i | 20.3%
Cc1cc(NC(=O)c2cncc(Br)c2)no1
 : . | 1.0% | -20.7% | 29.3 | 7.5% | -1.8% | 11.8% | . | 16.9%
O=C(Nc1ccc2c(c1)OCCO2)c1cccc(Cl)c1Cl
 : . | 3.4% | -17.0% | -12.3 | -7.2% | -2.5% | 1.3% | i | 9.8%
Cc1noc(NS(=O)(=O)c2ccc(NC(=O)c3cc(S(=O)(=O)Nc4ccc(F)cc4)ccc3Cl)cc2)c1C
 : -11.4% | 0.3% | 2.4% | 6.4 | -12.1% | 27.0% | -3.7% | i | -1.9%
CN1C(=O)c2cccc(NCCCN3C(=O)c4ccccc4C3=O)c2C1=O
 : -7.0% | -14.6% | ? | 8.0 | 3.0% | -11.4% | 3.7% | . | -10.7%
Cc1ccc(NC(=O)c2cn(-c3ccccc3)nc2-c2ccccc2)cc1
 : -7.8% | . | . | . | ? | -4.8% | . | i | .
Cc1cc(Cl)nc(Cl)c1C(=O)NCc1ccc(Cl)cc1
 : -16.1% | -10.4% | -15.3% | 5.5 | -7.4% | 2.4% | 14.8% | i | 7.8%
CCOc1cnc(-c2ccc(OC)cc2)o1
 : 58.6%[activator] | -21.6% | -2.6% | -23.0 | ? | 1.3% | 13.9% | i | 19.3%
Cc1ccccc1CS(=O)(=O)c1snnc1C
 : -2.7% | 8.2% | -0.4% | -23.0 | 0.7% | -3.2% | 7.2% | i | -1.0%
COc1ccc(Cl)cc1C(=O)NNC(=O)c1cc2ccccc2o1
 : . | -3.0% | 0.9% | -10.0 | 6.7% | 2.5% | 0.0% | i | 10.8%
COc1ccc(-c2ccc3c(c2)c(C#Cc2ccsc2)c(-c2cc(OC)cc(OC)c2)n3C)cc1
 : 0.7% | ? | ? | 21.4 | ? | 0.0% | -1.3% | i | -5.5%
COc1cc(NC(=O)c2ccc3c(=O)n(Cc4ccco4)c(=S)[nH]c3c2)cc(OC)c1OC
 : -7.6% | 6.5% | -2.7% | 35.7 | -2.4% | 0.0% | 1.9% | i | -3.6%
Cc1cc(C)c(C#N)c(OCC(=O)c2ccccc2)n1
 : 29.9% | 3.6% | 0.3% | -2.4 | -6.4% | 4.7% | 1.5% | i | -0.2%
Cc1ccc(-n2nc3ccc(NC(=O)/C=C/c4ccco4)cc3n2)cc1C
 : 24.5% | 8.2µM* | ? | -6.5 | 4.2% | -4.8% | ? | i | -18.0%
CCOc1cccc(CN2CCC(Oc3ccc(C(=O)NCc4ccccn4)cc3)CC2)c1
 : -10.2% | 3.5% | ? | 4.9 | 0.7% | -6.7% | -2.6% | i | -12.1%
Cc1nn(CCC(=O)Nc2cccc(C#N)c2)c(C)c1S(=O)(=O)N1CCCCC1
 : -10.3% | 0.5% | -5.5% | 44.9 | 1.3% | -5.5% | 3.9% | i | -2.6%
CS(=O)(=O)c1cccc(C(=O)Nc2ccc(S(=O)(=O)N3CCCCC3)cc2)c1
 : -3.1% | 1.3% | -1.0% | 11.2 | -23.0% | -4.5% | -15.8% | i | -8.7%
Cc1cc(C)c(S(=O)(=O)N2CCCOC2CNC(=O)C(=O)NCc2cccnc2)c(C)c1 (stereo unspecified)
 : -0.5% | -19.6% | -31.7% | 0.0 | -14.1% | 11.7% | 16.1% | i | -7.6%

Rows are unselected. Share with any hit: about 11%.
